# LRH-1 inv ag – NR5A2 inverse agonism in reporter assay; O00482; HEK293T StAR-luciferase reporter, LRH-1 transfected, 24 h; inhibition, % at 3.6 µM; hit rate 0.13% among 360,000; AID 602396;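 active means inhibition above the mean inhibition of all tested compounds plus 3 SD, cut at about 73% in these data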;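 further: 0% = DMSO wells and 100% = reporter-only cells lacking LRH-1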
# SRC2 inh – inhibits human steroid receptor coactivator 2; hit rate 0.17% among 370,000; HEK293 GAL4-SRC2 luciferase reporter, luminescence; inhibition, % at 9 µM; Q15596;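 active means inhibition above the mean inhibition of all tested compounds plus 3 SD, set per campaign, cut at about 52% in these data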;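 further: 0% = DMSO treated cells and 100% = cells given Gossypol at 36 µM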
# NOD2 RIPK2 PPI – blocks binding of human NOD2 to RIPK2. O43353. CHO BLA complementation NOD2-RIPK2, CCF4 ratio. inhibition, % at 4.98 µM. hit rate 0.38% among 360,000. AID 624267; in the data active means inhibition above about 21%;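 further: 0% = vehicle only and 100% = reference blocker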
# SRC3 inh – inhibitors of human steroid receptor coactivator 3 (SRC3). hit rate 0.17% among 360,000. AID 588352. inhibition, % at 3.6 µM. HEK293 GAL4-SRC3 luciferase reporter, luminescence;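 active means inhibition above a per-campaign cutoff, the mean of all compounds plus 3 SD, cut at about 60% in these data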;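 further: 0% = DMSO-treated cells and 100% = gossypol-treated cells at 36 µM; higher means less SRC3-driven luciferase light from the GAL4 reporter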
# C8 TRAIL sens – sensitizes caspase-8 expressing cells to TRAIL | NB7+C8 cells + TRAIL, ATPlite viability luminescence | inhibition (viability loss, TRAIL sensitization), % at 10 µM | hit rate 1% among 360,000 | AID 624354;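 active means compounds causing at least 50% loss of cell viability in the single-dose screen, relative to plate controls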
# EBV LMP1 NFkB – inhibitors of Epstein-Barr LMP1-induced NF-kappaB reporter | LMP1-induced NF-kappaB luciferase reporter cells, luminescence | inhibition, % at 12.5 µM | hit rate 0.69% among 350,000; in the data active means inhibition above about 41%;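 further: 0% = neutral control wells and 100% = reference inhibitor control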
# TLR9-MyD88 inh – inhibitors of human TLR9-MyD88 binding; Q9NR96+Q99836; CHO BLA complementation TLR9-MyD88, CCF4 FRET ratio; inhibition, % at 4.98 µM; hit rate 0.21% among 340,000; AID 504734;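 active means inhibition above the mean over all tested compounds plus 3 SD, cut at about 21% in these data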;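 further: 0% = DMSO only wells and 100% = clavulanate BLA inhibitor control wells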
# TWEAK Fn14 block – blocks TWEAK-Fn14 interaction in a reporter cell assay; TWEAK-stimulated Fn14 reporter cells, luciferase luminescence, 8 h; inhibition, % at 10 µM; hit rate 2% among 360,000; in the data active means inhibition above about 50%
# NCOA1 inh – human NCOA1 inhibition | Q15788 | HEK293 GAL4-SRC1 luciferase reporter, luminescence | inhibition, % at 3.6 µM | hit rate 0.12% among 360,000;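 active means inhibition above the campaign mean plus 3 SD, with each screening campaign given its own cutoff, cut at about 60% in these data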;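 further: 0% = DMSO treated cells and 100% = gossypol at 36 µM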
# Target sequence (Q15788 whole entry, looked up, the tested form may be a part): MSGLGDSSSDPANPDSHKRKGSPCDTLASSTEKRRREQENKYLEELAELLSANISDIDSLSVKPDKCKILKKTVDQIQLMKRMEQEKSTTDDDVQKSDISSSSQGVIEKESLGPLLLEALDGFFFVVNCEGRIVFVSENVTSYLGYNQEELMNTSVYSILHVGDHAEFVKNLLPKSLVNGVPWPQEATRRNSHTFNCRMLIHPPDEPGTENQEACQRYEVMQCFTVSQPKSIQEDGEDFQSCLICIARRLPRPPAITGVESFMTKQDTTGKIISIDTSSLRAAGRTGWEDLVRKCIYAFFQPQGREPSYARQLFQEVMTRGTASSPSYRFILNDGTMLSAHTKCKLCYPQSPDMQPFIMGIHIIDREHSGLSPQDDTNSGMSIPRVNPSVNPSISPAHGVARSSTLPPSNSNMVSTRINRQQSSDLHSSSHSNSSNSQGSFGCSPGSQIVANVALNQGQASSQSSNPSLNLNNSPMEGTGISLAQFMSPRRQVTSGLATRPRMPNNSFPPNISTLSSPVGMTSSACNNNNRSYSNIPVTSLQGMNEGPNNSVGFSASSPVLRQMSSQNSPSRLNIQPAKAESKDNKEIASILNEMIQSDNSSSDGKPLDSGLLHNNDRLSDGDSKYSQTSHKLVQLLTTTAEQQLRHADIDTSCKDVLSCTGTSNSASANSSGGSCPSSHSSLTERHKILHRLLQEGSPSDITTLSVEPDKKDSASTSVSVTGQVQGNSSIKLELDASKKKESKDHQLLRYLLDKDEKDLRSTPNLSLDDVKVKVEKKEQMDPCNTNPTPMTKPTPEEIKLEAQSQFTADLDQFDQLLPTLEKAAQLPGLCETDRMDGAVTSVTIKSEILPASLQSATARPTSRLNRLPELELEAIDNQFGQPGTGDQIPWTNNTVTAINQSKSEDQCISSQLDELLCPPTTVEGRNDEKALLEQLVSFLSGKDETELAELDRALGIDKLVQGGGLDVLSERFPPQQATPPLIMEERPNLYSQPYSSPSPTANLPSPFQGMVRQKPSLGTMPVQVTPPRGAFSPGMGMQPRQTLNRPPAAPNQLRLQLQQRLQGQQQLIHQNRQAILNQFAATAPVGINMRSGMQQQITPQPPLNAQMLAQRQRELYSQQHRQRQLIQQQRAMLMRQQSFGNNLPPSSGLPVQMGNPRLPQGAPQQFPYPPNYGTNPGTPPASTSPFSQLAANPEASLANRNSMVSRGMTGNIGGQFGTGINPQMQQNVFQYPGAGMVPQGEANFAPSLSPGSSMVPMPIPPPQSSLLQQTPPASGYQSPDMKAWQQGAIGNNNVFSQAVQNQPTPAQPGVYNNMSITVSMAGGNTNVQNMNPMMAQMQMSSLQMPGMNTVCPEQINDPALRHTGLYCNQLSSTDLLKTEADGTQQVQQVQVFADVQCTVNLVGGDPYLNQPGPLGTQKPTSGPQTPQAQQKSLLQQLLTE
# TROY NFkB inh – TROY signaling inhibition. hit rate 0.98% among 360,000. Q293 LMP1-TROYcd NF-kB luciferase reporter, 4 h. inhibition, % at 10 µM;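 active means compounds whose plate-normalised and pattern-corrected inhibition of the luciferase reporter signal at the single screening dose is 50% or more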
# NR2F2 inh – NR2F2 (human) inhibition, primary screen; P24468; HEK293T NGFI-A luciferase reporter, luminescence; inhibition, % at 8.6 µM; hit rate 0.7% among 370,000;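 active means inhibition above a per-plate cutoff, mean inhibition of test wells between control levels plus 3 SD, cut at about 38% in these data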;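 further: cells cotransfected with COUP-TFII expression vector driving the NGFI-A reporter; 0% = median of COUP-TF2 test wells and 100% = reporter-only cells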
# * = called active by the depositor; nt = not tested or not shown. A portion of the library, so the mix of outcomes need not match the whole.
SMILES,LRH-1 inv ag,SRC2 inh,NOD2 RIPK2 PPI,SRC3 inh,C8 TRAIL sens,EBV LMP1 NFkB,TLR9-MyD88 inh,TWEAK Fn14 block,NCOA1 inh,TROY NFkB inh,NR2F2 inh
COc1cccc(C(=O)COc2cccc(NC(=O)c3cccc([N+](=O)[O-])c3)c2)c1,51,14,-8,-17,7,26,1,64*,12,nt,13
Cc1cccc(NC(=O)c2ccco2)c1C(=O)O,-1,7,-11,12,4,nt,nt,2,-4,-17,4
COc1ccc(S(=O)(=O)N2CCc3ccccc32)cc1C(=O)N1CCC(C)CC1,-10,3,1,-30,-3,-2,-2,-13,0,-3,-13
COc1ccccc1NS(=O)(=O)c1cccc(NS(=O)(=O)c2cc(C(=O)O)ccc2Cl)c1,-22,1,-40,-3,15,-6,4,-15,-11,8,3
CC1CCN(c2ccc(C(=O)N3CCOCC3)cc2[N+](=O)[O-])CC1,-2,-10,-1,-6,-4,-7,-1,-11,-4,6,-8
C=CCN(Cc1ccc(Br)s1)C(=O)c1ccc(OCc2c(C)noc2C)cc1,-1,8,-5,1,-5,-8,1,-20,10,-1,12
O=C(NCc1ccccc1)C(c1ccccc1)n1c(-c2ccccn2)nc2ccccc21 (stereo unspecified),4,-10,-2,nt,4,nt,nt,nt,nt,nt,-1
NC(=O)C1CCCNC1 (stereo unspecified),16,6,1,-1,-4,1,5,-3,15,-4,-4
Cc1nc2cc(C(=O)N3c4ccccc4CC3C)ccc2s1 (stereo unspecified),-25,12,-11,5,-19,-11,-9,15,-26,-2,19
CN(CC(=O)Nc1ccc(Cl)c(C(F)(F)F)c1)C(=O)c1ccc(S(=O)(=O)N2CCOCC2)cc1,28,7,0,-7,35,-1,0,24,9,19,-7
O=C(NCc1ccc2c(c1)OCO2)C1CCN(c2ccc(S(=O)(=O)N3CCCC3)cc2)CC1,26,14,0,21,0,7,1,15,-3,10,25
O=C1C(C2=NC(C(=O)O)C3C(=O)N(c4ccccc4)C(=O)C23)=C(O)c2ccccc21 (stereo unspecified),5,-1,8,-2,17,2,-10,-6,-19,-11,22
COc1cccc(CN(C)C(=O)c2cccc(S(=O)(=O)N3CCN(Cc4ccccc4)CC3)c2)c1OC,9,-1,4,19,-3,21,-17,21,-16,26,18
CCOc1ccc(Oc2nc(NCC(C)C)nc(OC)n2)nn1,-43,6,-10,-1,-7,-4,-20,-9,-17,8,-25
COc1ccc(CNC(=O)c2ccc(Cn3cc(Cl)cn3)o2)cc1,1,-12,-13,-11,-1,-3,2,-4,13,-9,9
COc1ccc(C(C(=O)NC(C)(C)C)n2c(-c3ccc(-c4ccccc4)cc3)nc3ccccc32)cc1 (stereo unspecified),-39,-16,-9,nt,13,nt,nt,nt,nt,nt,-38
O=C(NC1CCCCC1)N1CCc2[nH]c3ccccc3c2C1,-4,-29,-22,5,-2,-5,14,11,-15,-17,-10
CC(=O)c1ccc(NC(=O)C(C)OC(=O)CCN=C2NS(=O)(=O)c3ccccc32)cc1 (stereo unspecified),13,22,1,-3,-12,-7,-5,6,-7,-5,21
CC(C)(C)OC(=O)N1CCC[C@@H]1C(=O)NCc1ccccc1Cl,7,23,1,nt,11,nt,nt,18,nt,-15,6
N#Cc1c(-c2cccs2)nc(SCC(=O)c2cccs2)[nH]c1=O,14,10,1,11,-3,16,-10,-14,-16,-14,2
Cc1ccc(NC(=O)c2ccc(Nc3ccccc3F)nc2)cc1,-9,-29,-1,9,-6,-17,1,-21,-20,-85,11
COc1ccc(CCNC(=O)C23CCC(C)(C(=O)O2)C3(C)C)cc1OC (stereo unspecified),10,10,0,5,-12,-7,-6,7,1,-9,10
Cc1ccccc1OCC(=O)OCC(=O)Nc1ncc(Cl)c(C)c1Cl,2,-29,-4,7,-2,4,0,-16,-3,6,-7
Fc1cccc(Cl)c1CSc1nnc2ccccn12,-34,-9,-2,-5,1,2,-2,-1,-19,-18,-12
O=C(Nc1ccccc1)Nc1cnccn1,1,-5,-14,13,-22,2,4,9,5,-5,-23
Clc1ccccc1OCc1nn2c(-c3ccncc3)nnc2s1,-12,10,-16,1,6,1,-8,-15,6,1,-10
O=C(OCc1cc2ccccc2[nH]c1=O)c1ccccn1,-6,-4,4,3,4,-7,10,7,3,-9,16
COc1ccccc1CC(=O)N1CCN(S(=O)(=O)c2ccccc2F)CC1,-4,-6,-7,10,-22,-4,-4,-3,-20,8,-7
COc1cc([N+](=O)[O-])ccc1NC(=O)CCN1C(=O)C2C3CCC(C3)C2C1=O (stereo unspecified),5,-32,-1,13,3,12,-13,-1,-1,5,3
O=S1(=O)CC(N2CCCCC2)CN1Cc1cn(Cc2ccc(C(F)(F)F)cc2)nn1 (stereo unspecified),4,-5,-3,nt,-7,nt,nt,-6,nt,-6,-6
Cc1ccc(NC(=O)COC(=O)c2ccccc2Cl)cc1S(=O)(=O)N(C)C,4,-29,0,-9,3,-5,-6,-16,6,-34,0
COC(=O)COC(=O)CC(CC(N)=O)c1ccccc1 (stereo unspecified),-18,-23,4,6,0,3,0,-6,-13,0,0
Cc1ccc(-c2nc3cc(N)ccc3o2)c(C)c1,-69,-22,-1,-72,58*,-6,8,46,-103,9,-18
CC(=O)c1csc(COc2ccccc2)n1,-42,-50,5,-38,1,-5,10,-18,-63,-33,-16
CCN(CC(=O)Nc1ccc2c(c1)OCO2)Cc1nc2ccccc2c(=O)[nH]1,-7,-3,-4,6,-7,-8,-4,-23,-13,-11,0
Cc1ccc(C(=O)OCC(=O)NC2CCCCC2)s1,3,-7,-13,8,8,-2,-2,-11,-3,-39,1
Cc1cc(OCC(=O)NCc2ccncc2)c2c(C)cc(=O)oc2c1,-4,4,-5,11,8,8,-8,10,12,-19,4
O=C(NCc1ccncc1)C1CCN(S(=O)(=O)c2ccc(F)cc2)CC1,-21,4,3,5,-11,-9,4,-2,-2,8,14
O=C(CCCN1CCN(c2ccccc2)CC1)c1ccc(F)cc1,-18,6,1,-8,6,-8,3,-16,-6,6,-15
CC(NC(=O)c1ccco1)C(=O)OCC(=O)c1ccc(Cl)s1 (stereo unspecified),3,18,-5,11,-4,0,-2,-7,8,-3,12
COc1cccc(CNC(=O)c2ccc(NC(=O)CC3SC(N4CCCCC4)=NC3=O)cc2)c1 (stereo unspecified),0,-5,2,15,-7,2,-9,-10,6,-8,24
O=C(Nc1ccc(F)cc1)c1ccc(CSc2ccc(Cl)cc2)o1,-4,-11,-1,9,-11,-6,-1,2,-2,-9,-8
Cc1ccc(C(=O)NCCC2=CCCCC2)cc1S(=O)(=O)N1CCCCC1,-17,3,-8,-6,12,12,4,16,-5,-24,11
O=c1nc(-c2ccccc2)cn[nH]1,-7,-14,-5,-4,-3,-1,-4,-5,-4,-5,7
CC(=O)OCCCNc1cc(Sc2ccc(Cl)cc2)c2nonc2c1[N+](=O)[O-],7,-20,-5,5,37,27,6,79*,-2,51*,-16
CCOC(=O)C1=CN(Cc2cccc(F)c2)S(=O)(=O)N(CC)C1CCc1ccccc1 (stereo unspecified),18,6,-8,6,4,-4,-6,12,14,-6,5
COc1ccccc1NS(=O)(=O)c1ccc(NC(=O)Cc2cccs2)cc1,18,-6,-8,16,11,1,-7,-4,12,3,0
Cc1ccc([C@H]2N[C@]3(CCCN(Cc4cccn4C)C3=O)[C@H]3C(=O)N(C)C(=O)[C@@H]23)cc1,6,16,-6,-16,-9,1,-2,29,-5,-5,-9
CCOc1ccccc1CN1CCC(n2nccc2NC(=O)C2CCCC2)CC1,10,7,-8,24,1,-2,1,-6,-7,-10,1
CCOC(=O)N1CCN(C(=O)COC(=O)c2ccc(Cl)nc2)CC1,9,-24,-12,-8,5,3,-6,4,-5,1,-4

# 4 records drawn at random from the list so far, as already listed:
SMILES,LRH-1 inv ag,SRC2 inh,NOD2 RIPK2 PPI,SRC3 inh,C8 TRAIL sens,EBV LMP1 NFkB,TLR9-MyD88 inh,TWEAK Fn14 block,NCOA1 inh,TROY NFkB inh,NR2F2 inh
CCOC(=O)C1=CN(Cc2cccc(F)c2)S(=O)(=O)N(CC)C1CCc1ccccc1 (stereo unspecified),18,6,-8,6,4,-4,-6,12,14,-6,5
NC(=O)C1CCCNC1 (stereo unspecified),16,6,1,-1,-4,1,5,-3,15,-4,-4
N#Cc1c(-c2cccs2)nc(SCC(=O)c2cccs2)[nH]c1=O,14,10,1,11,-3,16,-10,-14,-16,-14,2
Cc1ccc(C(=O)NCCC2=CCCCC2)cc1S(=O)(=O)N1CCCCC1,-17,3,-8,-6,12,12,4,16,-5,-24,11

# Next part
SMILES,LRH-1 inv ag,SRC2 inh,NOD2 RIPK2 PPI,SRC3 inh,C8 TRAIL sens,EBV LMP1 NFkB,TLR9-MyD88 inh,TWEAK Fn14 block,NCOA1 inh,TROY NFkB inh,NR2F2 inh
Cc1cc(C)cc(OC(=O)C23CCC(C)(C(=O)O2)C3(C)C)c1 (stereo unspecified),4,19,-5,4,-1,0,-3,8,-3,14,-8
Cc1cccc(Oc2c([N+](=O)[O-])c(=O)n(C)c3ccccc23)c1,22,10,3,1,-9,3,-11,11,-4,28,8
CC(=O)Nc1ccc(/C=C/c2nc(-c3ccccc3O)n[nH]2)cc1,-58,-48,11,-49,12,-8,0,9,-35,4,-4
COc1ccc(C2NC(=S)NC3=C2CCc2ccccc23)cc1OC (stereo unspecified),5,13,-3,1,1,-31,-7,9,-3,-17,13
CC(=O)c1cnc(-c2ccccn2)s1,6,-19,-3,-12,3,-6,4,35,-10,1,4

# Part of the list above with just NCOA1 inh, SRC3 inh and NR2F2 inh.
Compound,NCOA1 inh,SRC3 inh,NR2F2 inh
Cc1cc(C)cc(OC(=O)C23CCC(C)(C(=O)O2)C3(C)C)c1 (stereo unspecified),-3,4,-8
Cc1cccc(Oc2c([N+](=O)[O-])c(=O)n(C)c3ccccc23)c1,-4,1,8
CC(=O)Nc1ccc(/C=C/c2nc(-c3ccccc3O)n[nH]2)cc1,-35,-49,-4
COc1ccc(C2NC(=S)NC3=C2CCc2ccccc23)cc1OC (stereo unspecified),-3,1,13
CC(=O)c1cnc(-c2ccccn2)s1,-10,-12,4

# Screening data deposited in PubChem by several laboratories.
